Screens: PubChem BioAssay, National Center for Advancing Translational Sciences (NCATS)
Epigenetic reg: regulators of epigenetic silencing causing reporter derepression in mouse cells. 280,000 compounds, 0.2% hits. murine LDR cells, GFP reporter derepression, 30 h. Potency, µM (top dose mostly 53.9 µM), inactives show at the highest dose GFP activation, actives largely listed as activators; further: potency means the concentration at half of the fitted maximal effect; % of control where 0% means no effect; nearly all actives have a fitted effect of over 60% in size
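Readout is the number of GFP-expressing murine LDR cells, counted by cytometry following washing. Cells were treated with compound for 30 h at 37 C; the stably integrated CMV-GFP locus is normally silent.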
NPSR antag: antagonists of human neuropeptide S receptor cAMP signaling. CHO-NPSR cells, cAMP TR-FRET, antagonist mode. 220,000 compounds, 1% hits. Q6W5P4. AID 1461. Potency, µM (titrated, usually from 38.3 µM), for the others: at the highest dose activity change, negative = inhibition, actives largely listed as inhibitors; further: potency means the concentration at half of the fitted maximal effect; on the % scale 0 is the no-effect control and ±100 the full control effect; nearly all actives have a fitted effect of over 50% in size; many of its hits are not listed in these tables
LMNA splice mod: changes lamin A minigene splicing in HeLa cells | HeLa LMNA splicing GFP/RFP minigene ratio, 48 h | AID 1487 | Potency, µM (highest dose often 46.1 µM), without a hit: at the top dose ratio change, negative = inhibition, most hits filed as inhibitors | 200,000 compounds, 0.01% hits; active means well fitted inhibition curve with a large enough effect in the signal ratio, with a control signal flat, not every such curve was filed as active; inconclusive means small, poorly fitted or top-dose-only effect, or effect the other way, or a change in a side signal; the % refers to the signal ratio; further: potency means the concentration at half of the fitted maximal effect; on the % scale 0 is the no-effect control and ±100 the full control effect
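S3 HeLa stable clones carrying a lamin A-EGFP splicing minigene plus DsRed2 were seeded at 600 cells/well in Opti-MEM with 2% FBS, pin-dosed and incubated 48 h at 37°C. Acumen cytometry (488 nm) gave the GFP/RFP total-intensity ratio.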
CBFb RUNX1 block: blocks binding between human CBF-beta and RUNX1 | AlphaScreen CBFb-His/RUNX1-biotin binding, biochemical | Q01196+Q13951 | Potency, µM (doses to about 59.8 µM), inactives show top-dose activity, negative = inhibition, hits mostly inhibitors | 230,000 tested, under 10 active | AID 1477; further: % of control where 0% means no effect
Target sequence (Q01196 whole entry, looked up): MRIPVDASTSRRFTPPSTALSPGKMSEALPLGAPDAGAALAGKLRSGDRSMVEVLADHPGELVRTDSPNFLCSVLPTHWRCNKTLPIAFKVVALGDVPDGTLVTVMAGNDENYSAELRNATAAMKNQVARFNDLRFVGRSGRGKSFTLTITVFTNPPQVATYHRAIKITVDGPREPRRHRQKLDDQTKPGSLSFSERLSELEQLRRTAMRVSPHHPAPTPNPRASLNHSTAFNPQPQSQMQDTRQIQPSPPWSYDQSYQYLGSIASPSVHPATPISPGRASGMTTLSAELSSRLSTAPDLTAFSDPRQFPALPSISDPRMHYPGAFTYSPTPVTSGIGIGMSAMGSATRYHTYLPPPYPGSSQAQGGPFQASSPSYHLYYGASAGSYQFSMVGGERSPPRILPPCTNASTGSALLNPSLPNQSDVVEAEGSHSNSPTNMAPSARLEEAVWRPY
Target sequence (Q13951 whole entry, looked up): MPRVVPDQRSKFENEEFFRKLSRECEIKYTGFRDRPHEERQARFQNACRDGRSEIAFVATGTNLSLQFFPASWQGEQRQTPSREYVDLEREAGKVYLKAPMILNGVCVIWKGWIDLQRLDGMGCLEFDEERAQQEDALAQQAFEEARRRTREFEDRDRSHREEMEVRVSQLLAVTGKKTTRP
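AlphaScreen binding: CBFb-His and RUNX1-biotin (30 nM each) preincubated 20 min, compound added for 15 min, then nickel and streptavidin beads for 90 min, all at room temperature. Disruption of the interaction by any mechanism counts as activity.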
KinaseGlo FLuc: counter-screen: inhibitors of Kinase-Glo firefly luciferase; Q27757; Kinase-Glo luciferase, ATP luminescence, 8 min; Potency, µM (highest dose often 38.3 µM), for the others: at the top dose activity change, negative = inhibition, usual class: inhibitors; 200,000 compounds, 0.28% hits; further: potency means the concentration at half of the fitted maximal effect; on the % scale 0 is the no-effect control and ±100 the full control effect; nearly all actives have a fitted effect of over 60% in size
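Compound is pinned into ATP-containing buffer (10 uM ATP, imidazole pH 7.2, 7 mM MgCl2). Kinase-Glo luciferase reagent is then added. Light output is recorded following an 8-min room-temperature incubation.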
GLA spleen mod: inhibitors or activators of human alpha-galactosidase in spleen homogenate; human spleen homogenate, 4MU-alpha-Gal fluorescence, 40 min; Potency, µM (top dose mostly 80 µM), without a hit: at the top dose activity change, negative = inhibition, most hits filed as inhibitors; 240,000 compounds, 0.008% hits; AID 2107;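 further: potency means the concentration at half of the fitted maximal effect; 0% = enzyme with vehicle and -100% = no enzyme basal signal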
Target sequence (P06280 32-429 limits assumed): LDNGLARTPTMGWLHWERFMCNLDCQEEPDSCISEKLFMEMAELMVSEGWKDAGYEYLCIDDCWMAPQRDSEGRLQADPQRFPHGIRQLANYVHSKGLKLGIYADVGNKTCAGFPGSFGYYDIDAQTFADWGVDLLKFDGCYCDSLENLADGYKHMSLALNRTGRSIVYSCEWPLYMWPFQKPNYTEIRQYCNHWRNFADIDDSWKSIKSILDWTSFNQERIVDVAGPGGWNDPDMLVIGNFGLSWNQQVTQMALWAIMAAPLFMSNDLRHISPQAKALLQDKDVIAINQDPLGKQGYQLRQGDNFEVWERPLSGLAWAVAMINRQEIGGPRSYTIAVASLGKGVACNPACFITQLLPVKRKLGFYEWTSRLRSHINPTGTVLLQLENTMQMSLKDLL
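qHTS titration in buffer at pH 5.0. Alpha-galactosidase activity in spleen homogenate was measured via 4-methylumbelliferone release from 1 mM fluorogenic substrate after 40 min at 37C and a pH 10 stop. AC50 came from Hill fits of control-normalized data.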
IMPase Li cell: membrane-permeable IMPase blocker, potentiated with lithium; 210,000 compounds, 0.35% hits; Potency, µM (titrated, usually from 59.4 µM), for inactives: at the highest dose activity, negative = IMPase inhibition, actives largely listed as inhibitors; CHO-M1 cells, IP1 TR-FRET (IP-One), carbachol + lithium;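 further: IP1 builds up when IMPase is blocked and the TR-FRET signal falls; potency means the concentration at half of the fitted maximal effect; plate controls were basal vehicle for no effect and high inhibitor control for full effect; nearly all actives have a fitted effect of over 50% in size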
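CHO-M1, 2000 cells/well, 16–30 h culture; cpd + low Li+, 30 min 37C; lysis with d2-IP1/Eu-anti-IP1 Ab, 10 min RT; TR-FRET 665/620 ratio and 620 channel; AC50 via Hill.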
Active calls of the source: *; ? = inconclusive; / = no result given; & = joins results of further samples; [ ] = another dose, or the depositor's remark. Unless noted, the call rests on the fitted dose curve; in most records, active means well fitted curve in the direction sought with a large enough effect; inconclusive means small, poorly fitted or top-dose-only effect, or another doubt; inactive means no such curve, though single readings can be large; an effect the other way counts as inactive or inconclusive. Some of the compounds tested; rates above refer to the full screens.

Structure	Epigenetic reg	NPSR antag	LMNA splice mod	CBFb RUNX1 block	KinaseGlo FLuc	GLA spleen mod	IMPase Li cell
CC(=O)c1cccc(NC(=O)C(C)N(C)CC(=O)Nc2ccc(Cl)cc2)c1 (stereo not given)	-0.3%	16.9%[7.67 µM]	/	2.8%	/	-9.2%	/
COc1ccc(C(=O)N[C@H](C(=O)OCc2cc(=O)oc3cc(C)ccc23)C(C)C)cc1	0.0%	-0.2%	-9.1%	-4.3%	-2.4%	2.9%	6.6%
Cc1ccccc1NC(=O)C1CCCN(S(=O)(=O)c2c(C)noc2C)C1 (stereo not given)	-1.1%	-3.1%[46.1 µM]	11.0%	0.7%	-4.9%	11.3%	-8.2%[38.3 µM]
c1ccc(Cc2nnc3n2N=C(c2ccccc2)CS3)cc1	2.3%	-4.3%	/	12.7%	-2.6%	-1.5%	15.8%
Clc1ccc(OCc2nnc3n2N=C(c2ccc4c(c2)OCCO4)CS3)c(Cl)c1	1.8%	-27.8%[46.1 µM]	?	4.6%	-0.7%	-19.0%	28.3%[38.3 µM]
O=C(CNC(=O)c1ccccc1)N/N=C/c1ccc([N+](=O)[O-])s1	3.8%	-13.3%	/	-8.0%	-2.7%	7.0%	-5.4%
C[C@H]1Cc2c(-c3ccccc3)nc3c(c2CO1)CN(C(=O)C1CCCCC1)CC3	/	/	?	5.8%[13.1 µM]	-2.8%[7.66 µM]	-4.3%[17.5 µM]	9.5%
Cc1cc(C)c(C#N)c(OCC(=O)c2ccccc2)n1	-0.8%	-12.9%[46.1 µM]	3.4%	1.4%	-1.1%	-7.3%	20.6%[38.3 µM]
Cc1ccc(NC(=O)C2CC(=O)n3c(nc4ccccc43)N2)cc1C (stereo not given)	0.0%	8.9%	/	9.0%	/	-8.9%	/
O=C1NC(=O)C(Cc2ccccc2)(c2cccnc2)N1 (stereo not given)	7.9%	-3.6%[7.67 µM]	/	1.2%	/	6.1%	/
CCn1nnnc1SCC(=O)NCc1ccco1	-1.0%	0.3%[46.1 µM]	0.7%	2.5%	-2.3%	5.0%	3.1%[38.3 µM]
CCOC(CNC(=O)c1ccc2c(c1)nc(C)n2-c1cccc(F)c1)OCC	1.0%	14.0%[46.1 µM]	-4.9%	-0.4%	2.1%	-10.0%	-1.6%
N=c1oc2cc(O)ccc2cc1C(=O)Nc1ccccn1	-1.9%	-9.4%	-19.3%[46 µM]	4.0%	-3.1%	?	-11.0%
CC(=O)OC(COc1cccc(C)c1)Cn1cnc2ccccc21 (stereo not given)	0.0%	-11.1%	16.8%[46 µM]	9.0%	4.9%	3.0%	8.8%
COC(=O)c1ccc(COC(=O)CCc2nc(-c3ccccc3)c(-c3ccccc3)o2)cc1	5.3%	-19.1%[46.1 µM]	11.8%	11.4%	-7.9%	2.4%	4.4%[38.3 µM]
Cc1cccc(NC(=O)c2cccc(Cn3cc(Br)c([N+](=O)[O-])n3)c2)c1C	1.9%	-24.8%[46.1 µM]	?	6.6%	-4.2%	1.2%	10.2%[38.3 µM]
CCNC(=O)COC(=O)c1cc(S(=O)(=O)N2CCCc3ccccc32)ccc1Cl	-0.3%	14.5%	/	6.3%	/	5.7%	/
CCOC(=O)c1c(NC(=O)c2ccc(N3C(=O)C4C5C=CC(C5)C4C3=O)cc2)sc2c1CCCC2 (stereo not given)	-2.0%	?	-4.5%	4.1%	2.0%	-1.0%	6.1%[38.3 µM]
N#CC1=C2SCN(c3ccccc3)CN2C(=O)CC1c1c(Cl)cccc1Cl (stereo not given)	5.6%	-12.1%[46.1 µM]	4.8%	-4.4%	0.3%	0.9%	15.9%[38.3 µM]
CC(OC(=O)CCc1nc2ccccc2c(=O)[nH]1)C(=O)Nc1ncc(Cl)cc1Cl (stereo not given)	-2.6%	18.9%	3.9%[46 µM]	-0.3%	-3.1%	4.2%	5.8%
Cc1noc(C)c1C(=O)OCC(=O)Nc1ccccc1Oc1ccccc1	-1.6%	-17.8%[46.1 µM]	26.9%	5.2%	15.4%	-2.7%	55.2%[activator][38.3 µM]
COc1ccc([N+](=O)[O-])cc1NC(=O)C(C)N(C)Cc1ccc(Br)cc1 (stereo not given)	-1.5%	-23.8%	-2.5%	-2.1%	-1.9%	-23.8%	13.1%
Cn1c(=O)c2cc(S(=O)(=O)NC(C(=O)NC3CCCCC3)c3ccccc3)ccc2n(C)c1=O (stereo not given)	4.6%	5.8%[46.1 µM]	3.9%	2.3%	-6.2%	3.5%	-6.3%[38.3 µM]
Cc1cccc(OCC(=O)NCC2CCCO2)c1C (stereo not given)	-4.2%	4.8%	15.1%[46 µM]	-0.8%	-0.6%	3.2%	1.1%
OCCOCCN1CCN(C(=S)Nc2ccccc2)CC1	0.0%	7.8%	25.2%[46 µM]	6.7%	-2.6%	-9.1%	-1.5%
C=CCn1cccc(C(=O)Nc2ccc(OCC)cc2)c1=O	-0.4%	-0.1%	-2.2%[46 µM]	6.9%	-2.7%	-2.4%	-3.7%
CCc1nn(-c2cc(Cl)ccc2OC)c2c1C(=O)CCC2	0.8%	-5.7%[46.1 µM]	?	3.5%	-4.4%	-0.5%	0.1%[38.3 µM]
CC(C)C(NC(=O)c1ccccc1NC(=O)c1ccco1)C(=O)NNC(=O)c1ccncc1 (stereo not given)	0.0%	56.9%	/	-1.3%	/	3.2%	/
CCOc1ccccc1N(CC(=O)Nc1ccc(S(=O)(=O)N2CCOCC2)cc1)S(=O)(=O)c1ccc(Cl)cc1	1.9%	-3.5%	?	4.1%	-1.6%	-1.1%	0.3%
Cc1c(C(=O)N2CCCCC2)sc(N)c1C#N	-0.9%	-5.6%[46.1 µM]	15.5%	11.9%	-6.4%	3.6%	-14.7%[38.3 µM]
CC(C)(C)OC(=O)NCCCCC1=CC2=CC(=O)C(C)(O)C(=O)C2=CO1 (stereo not given)	2.2%	/	/	3.6%	-0.2%	5.4%	6.9%
S=C(Nc1cccnc1)Nc1ccccc1Br	0.9%	2.4%	?	2.8%	-1.5%	-6.4%	-0.8%
COc1ccc(C(=O)N/C(=C\c2cn(C)c3ccccc23)C(=O)OCC(C)C)cc1	1.5%	5.8%	-5.0%	-6.8%	-1.9%	2.5%	0.1%
N=c1c2c3c(sc2nc2n1CCC2)CCCC3	0.4%	11.7%[7.67 µM]	-6.8%	0.5%	-2.5%	16.5%	16.7%[38.3 µM]
O=Cc1cn(CC(=O)N2CCc3ccccc32)c2ccccc12	-2.9%	-11.4%	-21.8%[46 µM]	26.8%	2.2%	7.6%	6.4%
Cc1ccc(NC(=S)N/N=C/c2ccc(OCCC(C)C)cc2)c(C)c1	0.5%	?	10.2%	-1.8%	18.0%	-4.9%	21.1%[38.3 µM]
CCn1c(C)nc2cc(C(=O)NNS(=O)(=O)c3c(F)cc(F)c(Cl)c3F)ccc21	-1.4%	0.7%	-14.7%[46 µM]	0.9%	1.6%	-1.3%	-2.2%
CCOC(=O)C1CCCN(C2CCN(Cc3nc(Cc4ccccc4)no3)CC2)C1 (stereo not given)	-10.8%	0.4%	/	5.6%	5.6%	-1.5%	21.0%
COC(=O)CSc1nc2sc3c(c2c(=O)[nH]1)CCC3	3.3%	21.4%	/	2.0%	/	7.2%	/
COc1ccc2c(c1)O[C@H](c1ccc3c(c1)OCO3)[C@@H](O)C2=O	9.1%&3.5%	5.0%	?	6.1%	1.2%&-3.2%	-0.8%&3.3%	8.0%&2.0%
C/C(=C/C(=O)NCc1ccccc1)C(=O)O	-0.9%	1.4%[46.1 µM]	11.6%	-1.0%	3.9%	6.4%	13.1%[38.3 µM]
CCOC(=O)c1cc(NC(=O)c2c(C)noc2C)cc(C(=O)OCC)c1	2.1%	-14.6%[46.1 µM]	-4.6%	7.9%	1.4%	-20.2%	19.3%[38.3 µM]
COc1ccc(S(=O)(=O)N2CCCCC2)cc1NC(=O)c1cc(C)on1	-0.2%	-16.4%	/	7.1%	-1.8%	0.8%	8.2%
Cc1cc(C)n(S(=O)(=O)c2ccccc2)n1	-1.0%	12.4%	/	0.9%	/	13.1%	/
CC(C)(C)n1nnnc1C(c1cccs1)N1CCN(C(=O)c2ccco2)CC1 (stereo not given)	-3.4%	-5.8%[46.1 µM]	-8.3%	0.6%	1.7%	-8.8%	2.0%
O=C(CCn1ccc2ccccc21)NC1CCCc2ccccc21 (stereo not given)	1.6%	-17.4%[46.1 µM]	-6.7%	-0.9%	-2.0%	1.9%	23.3%[38.3 µM]
COC(=O)c1sc(NC(=O)COc2ccccc2C)nc1C	4.4%	-0.9%	/	-7.9%	-3.3%	5.5%	?
COc1cc(C(=O)O/N=C(\N)c2ccc([N+](=O)[O-])cc2)cc(OC)c1OC	4.6%	13.2%	5.0%	-11.6%	-1.0%	-13.6%	3.4%
Cc1ccc(C(=O)Oc2cccc(NC(=O)c3ccccc3)c2)cc1C	0.0%	-3.5%	-5.9%	2.7%	-1.8%	6.8%	13.5%
Cc1cccc(C)c1NC(=O)CSc1nc(-c2ccco2)cc(C(F)(F)F)n1	1.2%	-13.3%[46.1 µM]	-7.3%	4.8%	0.8%	-2.8%	3.0%
Cn1c(=O)c2c(nc(N3CCc4ccccc4C3)n2Cc2ccc(Br)cc2)n(C)c1=O	-1.1%	-29.7%[46.1 µM]	7.3%	4.2%	-0.6%	2.4%	23.4%[38.3 µM]
Cc1ccc(-n2c(=S)[nH]c3sc4c(c3c2=O)CCC4)cc1	1.1%	7.94µM*	/	-7.4%	2.5%	-5.6%	11.2µM*
O=C(CCc1nc2ccccc2[nH]1)NCc1ccc2c(c1)OCO2	0.0%	10.9%	2.9%	-0.5%[2.36 µM]	-1.1%	1.9%	0.7%

A few values from the entries so far:
`O=C(CCc1nc2ccccc2[nH]1)NCc1ccc2c(c1)OCO2` in IMPase Li cell shows 0.7%
`O=C(CCn1ccc2ccccc21)NC1CCCc2ccccc21` (stereo not given) in Epigenetic reg shows 1.6%
